Source: PubChem BioAssay (Broad Institute)
PglD inh: inhibitors of Campylobacter jejuni PglD acetyltransferase; inhibition, % at 12.5 µM; 360,000 compounds, 0.098% hits; purified PglD enzyme, DTNB colorimetric CoA detection; AID 602405; in the data active = inhibition above about 16%, passing the limit was not always enough; also: strong numbers were not always called active
E-sel inducer: induces E-selectin expression in human endothelial cells; activation, % at 7.58 µM; 260,000 compounds, 0.37% hits; HUVEC E-selectin immunofluorescence imaging; normalized: neutral wells 0, TNF-alpha wells 100; P16581;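 active = mean E-selectin-positive cell signal at least 10% of the positive control, reached in at least 60% of replicates, without over 20% cell loss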;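 also: in these data hits start at about 27%; measured in HUVEC primary endothelial cells; signal is the percent of cells scored E-selectin positive by PE staining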
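Test system – human umbilical vein endothelial cells (HUVEC), E-selectin induction · Input – 3,000 HUVEC seeded per well · Buffer or medium – EGM-2, gelatin · Compound dosing – single-point compound dose · Detection – immunofluorescence imaging · Measure – percent E-selectin-positive cells · Controls – TNF-alpha high, DMSO low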
RAD54 inh: RAD54 (human) branch migration inhibition; Q92698; RAD54 Holliday junction branch migration, FAM/BHQ fluorescence; inhibition, % at 10.4 µM; 360,000 compounds, 0.14% hits; AID 602329;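 active = mean normalized replicate activity at least 40 and at least half of replicates scoring 40 or more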;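 also: 0% = median of neutral control wells and 100% = median of positive control wells; inhibitors cause a drop in the FAM fluorescence signal; in these data hits start at about 50%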
Casp6 inh: inhibitors of human caspase-6; 350,000 compounds, 0.53% hits; AID 686996; inhibition, % at 12.5 µM; P55212; purified caspase-6, Z-VEID-R110 cleavage fluorescence;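 active = mean inhibition across replicates at least about 35%, with every replicate also reaching that limit, limit read from the data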;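 also: 0% = median of neutral control wells and 100% = no fluorescence left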
esBAF inh: SWI/SNF esBAF complex inhibition; AID 602393; mouse ES cells, Bmi1-luciferase knock-in reporter, 24 h; 100% = twice the neutral-well signal; reporter increase, % at 12.5 µM; 350,000 compounds, 2% hits; in the data active = activation above about 40%;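 also: 0% = median of the plate's neutral control wells and 100% = double that signal; a rise in the Bmi1 reporter signal indicates esBAF inhibition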
ARNT-TACC3 inh: ARNT/TACC3 interaction disruption; Q9Y6A5; inhibition, % at 9.99 µM; AID 623870; 390,000 compounds, 0.66% hits; AlphaScreen His-ARNT PAS-B/GST-TACC3 binding, luminescence; TACC3 fragment carries E629A point mutation;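 active = mean inhibition of replicates at least 50% and at least half of replicates each reaching 50%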;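 also: 0% = complete ARNT plus TACC3 wells and 100% = ARNT alone without TACC3; many hits fall short of the cut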
RAD52 anneal inh: RAD52 (human) annealing inhibition | P43351 | inhibition, % at 18.7 µM | recombinant RAD52 DNA annealing, FRET fluorescence | 360,000 compounds, 0.46% hits;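 active = every replicate showing at least 50% inhibition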
Target sequence (P43351 whole entry, looked up): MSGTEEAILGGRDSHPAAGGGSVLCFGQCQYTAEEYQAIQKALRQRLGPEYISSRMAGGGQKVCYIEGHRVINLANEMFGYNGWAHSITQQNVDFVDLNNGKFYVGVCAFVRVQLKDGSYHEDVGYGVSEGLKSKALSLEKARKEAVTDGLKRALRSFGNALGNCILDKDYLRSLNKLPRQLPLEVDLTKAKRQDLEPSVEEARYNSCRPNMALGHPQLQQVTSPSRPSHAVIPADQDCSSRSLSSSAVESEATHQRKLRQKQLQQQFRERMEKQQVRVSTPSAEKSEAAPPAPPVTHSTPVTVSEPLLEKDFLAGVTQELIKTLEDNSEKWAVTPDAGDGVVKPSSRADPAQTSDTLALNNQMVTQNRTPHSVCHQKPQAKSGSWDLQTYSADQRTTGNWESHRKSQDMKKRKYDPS
ERp5 inh: inhibitors of human ERp5 | Q15084 | ERp5 insulin aggregation, absorbance 650 nm, 90 min | inhibition, % at 9.99 µM | 350,000 compounds, 0.05% hits;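 active = mean replicate inhibition above about 25%, with every replicate also reaching it, limit read from the data, passing the limit was not always enough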
Target sequence (Q15084 whole entry, looked up): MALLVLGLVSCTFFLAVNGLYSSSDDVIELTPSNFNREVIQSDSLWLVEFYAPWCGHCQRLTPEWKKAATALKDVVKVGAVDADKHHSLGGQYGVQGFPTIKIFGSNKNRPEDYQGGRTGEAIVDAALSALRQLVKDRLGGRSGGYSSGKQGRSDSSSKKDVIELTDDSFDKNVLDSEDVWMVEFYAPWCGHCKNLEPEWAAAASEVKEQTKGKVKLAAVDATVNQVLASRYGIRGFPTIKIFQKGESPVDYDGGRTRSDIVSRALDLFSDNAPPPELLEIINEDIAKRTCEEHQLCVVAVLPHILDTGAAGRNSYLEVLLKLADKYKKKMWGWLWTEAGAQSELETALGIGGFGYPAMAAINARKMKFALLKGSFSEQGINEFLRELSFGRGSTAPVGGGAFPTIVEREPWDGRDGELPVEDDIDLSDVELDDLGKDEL
The depositor's hits bear a star; & = joins results of further samples. Rows are unselected, and some 3.2% of all compounds hit somewhere here.

Screening Cc1ccccc1-c1cc2nc(NCCCN(C)C)n(C)c(=O)c2s1 returned PglD inh -4, E-sel inducer -0.2, RAD54 inh 12, Casp6 inh -4, esBAF inh -6, RAD52 anneal inh 25 and ERp5 inh 1.
For C[C@H]1CN([C@@H](C)CO)C(=O)Cc2cc(NS(=O)(=O)c3cn(C)cn3)ccc2O[C@@H]1CN(C)S(=O)(=O)c1cn(C)cn1 the results were PglD inh 0, E-sel inducer 0.0, RAD54 inh -3, Casp6 inh 3, esBAF inh -4, ARNT-TACC3 inh -9, RAD52 anneal inh -13 and ERp5 inh 7.
For CN1C(=O)c2cc(NC(=O)c3ccc(F)cc3)ccc2OC[C@H]2O[C@H](CC(=O)O)CC[C@@H]21 the results were PglD inh -1, E-sel inducer -0.1, RAD54 inh 18, Casp6 inh -1, esBAF inh -2, ARNT-TACC3 inh 2, RAD52 anneal inh 10 and ERp5 inh -3.
`CCC(CO)Oc1cc(NC(=O)c2ccc(C)cc2)c2ncn(C(C)C)c2c1` (centres undefined) gave PglD inh 1&-4, E-sel inducer 0.0, RAD54 inh -1&2, Casp6 inh 0, esBAF inh 2, ARNT-TACC3 inh 1&2, RAD52 anneal inh -8 and ERp5 inh 2.
For CCc1sc(C(=O)NCCc2ccc(S(N)(=O)=O)cc2)cc1Br the results were PglD inh 2, E-sel inducer -1.9, RAD54 inh -13, Casp6 inh -2, esBAF inh -5, RAD52 anneal inh -6 and ERp5 inh -8.
`Cc1cccc(-c2ccc([C@H]3[C@@H](CO)N4CCCCN(C(=O)c5ccncc5)C[C@@H]34)cc2)c1` gave PglD inh 0, E-sel inducer -0.1, RAD54 inh 5, esBAF inh 3, ARNT-TACC3 inh 12, RAD52 anneal inh -14 and ERp5 inh -1.
Screening CC(CCc1ccccc1)N1CCN(Cc2ccccc2)CC1 (centres undefined) returned PglD inh -4, E-sel inducer 0.2, RAD54 inh -3, Casp6 inh 0, ARNT-TACC3 inh -7, RAD52 anneal inh -18 and ERp5 inh -4.
`COc1cccc(NC(=O)CN(C)C(=O)CC(NC(=O)c2ccccc2Cl)c2ccccc2)c1` (centres undefined) gave PglD inh -1, E-sel inducer -0.2, RAD54 inh -7, Casp6 inh -3, esBAF inh 7, ARNT-TACC3 inh 3, RAD52 anneal inh -13 and ERp5 inh -10.
CCOC(=O)c1cnc2c(C)cccc2c1NCc1ccco1 was read as PglD inh 4, RAD54 inh 18, esBAF inh -5 and ARNT-TACC3 inh 40.
O=C(COC(=O)c1ccc(F)c(S(=O)(=O)N2CCOCC2)c1)c1ccc(Cl)cc1 was read as PglD inh 0, E-sel inducer -1.6, RAD54 inh -7, Casp6 inh -1, esBAF inh 7, ARNT-TACC3 inh -5 and RAD52 anneal inh -14.
`Cc1ccc(S(=O)(=O)N2CCOC23CCN(S(=O)(=O)c2c(C)cc(C)cc2C)CC3)cc1` gave PglD inh -2, E-sel inducer 0.6, RAD54 inh -2, Casp6 inh 1, esBAF inh -1, ARNT-TACC3 inh 1, RAD52 anneal inh -6 and ERp5 inh 1.
CCCCN1C(=O)C(O)=C(C(C)=O)C1c1ccc(OC)cc1OC (centres undefined) was read as PglD inh -1, RAD54 inh -1, esBAF inh -4 and ARNT-TACC3 inh -9.
O=C(Cn1nnc2ccccc21)N/N=C\C=C\c1ccccc1 was read as PglD inh -1, RAD54 inh -10, esBAF inh 15 and ARNT-TACC3 inh 0.
For NC(=O)c1ccc(NS(=O)(=O)c2ccc(S(=O)(=O)N3CCCC3)cc2)cc1 the results were PglD inh -11, E-sel inducer 0.8, RAD54 inh 12, Casp6 inh -3, esBAF inh 1, RAD52 anneal inh -18 and ERp5 inh -3.
For CCC(CC)=NNc1ccc(S(N)(=O)=O)cc1[N+](=O)[O-] the results were PglD inh 2, E-sel inducer 0.0, RAD54 inh 4, Casp6 inh -1, ARNT-TACC3 inh 1, RAD52 anneal inh -2 and ERp5 inh -1.
CC=Cc1ccc2n(c1=O)C[C@H]1[C@H](CO)[C@@H](C(=O)NCc3ccncc3)N(C(=O)NC3CCCC3)[C@@H]21 (mixture of isomers) was read as PglD inh -4, E-sel inducer 0.2, RAD54 inh 6, Casp6 inh -2, esBAF inh 0, ARNT-TACC3 inh -11, RAD52 anneal inh -13 and ERp5 inh 4.
Screening CCOc1ccc(-c2cc(C(=O)NCCCN3CCOCC3)c3ccccc3n2)cc1 returned PglD inh 4, RAD54 inh 8, Casp6 inh -18, esBAF inh 7, ARNT-TACC3 inh 2, RAD52 anneal inh -8 and ERp5 inh -3.
`CCn1cc(Cl)c(C(=O)Nc2c(C)nn(Cc3c(F)c(F)c(F)c(F)c3F)c2C)n1` gave PglD inh -1, RAD54 inh -4, Casp6 inh -1, ARNT-TACC3 inh -5, RAD52 anneal inh -2 and ERp5 inh 0.
Screening Cc1ccc(S(=O)(=O)N(CC(=O)Nc2ccc(F)cc2)C(=O)N2CCN(C)CC2)cc1 returned PglD inh 5, E-sel inducer 0.4, RAD54 inh -5, Casp6 inh -2, esBAF inh -3, RAD52 anneal inh -5 and ERp5 inh -3.
`Cc1cc2ccccc2n2c(SCC(=O)Nc3ccc(S(=O)(=O)N4CCC(C)CC4)cc3)nnc12` gave Casp6 inh -5, ARNT-TACC3 inh -3, RAD52 anneal inh 2 and ERp5 inh 4.
For Cc1ccc(C)c(NC(=O)NC2CCCCCCC2)c1 the results were PglD inh 5, E-sel inducer 0.0, RAD54 inh -3, Casp6 inh -3, esBAF inh -9, RAD52 anneal inh 6 and ERp5 inh 4.
Cc1ccc(N(C(=O)Cn2nnc3ccccc32)C(C(=O)NCc2ccco2)c2cccnc2)cc1 (centres undefined) was read as PglD inh -2, RAD54 inh 7, esBAF inh -3 and ARNT-TACC3 inh 10.
Screening CCOC(=O)N1CCN(C(=S)Nc2cc(S(=O)(=O)N3CCOCC3)ccc2Cl)CC1 returned PglD inh 8, E-sel inducer 3.9, RAD54 inh 2, Casp6 inh 2, esBAF inh 6, ARNT-TACC3 inh -6, RAD52 anneal inh -12 and ERp5 inh -6.
For COc1ccc(-c2ccc([C@H]3[C@H]4CN(C(=O)c5ccc6c(c5)OCO6)CCCCN4[C@H]3CO)cc2)cc1 the results were PglD inh 8, E-sel inducer 0.7, RAD54 inh -7, Casp6 inh 0, esBAF inh -4, ARNT-TACC3 inh 0, RAD52 anneal inh 16 and ERp5 inh -2.
`CC(C)OC(=O)N(C)C[C@H]1OCc2cn(nn2)CCCC(=O)N([C@@H](C)CO)C[C@H]1C` gave PglD inh -5, E-sel inducer -0.1, RAD54 inh 4, Casp6 inh 3, esBAF inh -3, ARNT-TACC3 inh -3, RAD52 anneal inh -6 and ERp5 inh 4.
Screening C[C@@H]1CN([C@@H](C)CO)C(=O)Cc2cc(NS(=O)(=O)c3ccc(Cl)cc3)ccc2O[C@H]1CN(C)Cc1ccc2c(c1)OCO2 returned PglD inh -1, E-sel inducer 1.1, RAD54 inh -4, Casp6 inh 0, esBAF inh -3, ARNT-TACC3 inh 3, RAD52 anneal inh 46 and ERp5 inh 8.
Screening S=C(NCC1CCCO1)N1CCN(c2ccc(Cl)c(Cl)c2)CC1 (centres undefined) returned PglD inh 0, RAD54 inh -2, Casp6 inh 2, ARNT-TACC3 inh 4, RAD52 anneal inh 0 and ERp5 inh 4.
CCOC(=O)/C=C1\SC(C)C(=O)N1CC(=O)N(CCC#N)c1ccccc1 (centres undefined) was read as PglD inh -2, E-sel inducer -0.4, RAD54 inh 3, Casp6 inh 2, esBAF inh 4, ARNT-TACC3 inh 6, RAD52 anneal inh -4 and ERp5 inh 4.
For C[C@H](N)c1nnc(SCC(=O)N(C)C)o1 the results were PglD inh -5, RAD54 inh 4, esBAF inh 4 and ARNT-TACC3 inh -13.
`Cc1cccc([C@@H]2[C@@H]3C(=O)N(Cc4ccccc4)C(=O)[C@@H]3[C@]3(Cc4ccccc4)C(=O)N(c4cccc(F)c4)C(=O)N23)c1` gave PglD inh 2, E-sel inducer 0.2, RAD54 inh -5, Casp6 inh 0, esBAF inh 3, ARNT-TACC3 inh 0, RAD52 anneal inh -10 and ERp5 inh 6.
For CC(C)NC(=O)N[C@H]1CC[C@H](CC(=O)NCc2ccc(Oc3ccccc3)cc2)O[C@H]1CO the results were PglD inh -3, E-sel inducer -0.4, RAD54 inh 7, Casp6 inh 1, esBAF inh 4, ARNT-TACC3 inh -7, RAD52 anneal inh 12 and ERp5 inh 2.
CCCn1nc(NC(=O)C2CCCO2)c2cc3ccc(C)cc3nc21 (centres undefined) was read as PglD inh 1, E-sel inducer -0.4, RAD54 inh 3, Casp6 inh 1, esBAF inh 7, ARNT-TACC3 inh -29, RAD52 anneal inh -9 and ERp5 inh -12.
O=C(Cc1ccccc1)N1CC[C@H]2[C@H](CO)Nc3ccc(Br)cc3[C@H]21 was read as PglD inh 1, E-sel inducer 0.3, RAD54 inh 6, Casp6 inh 1, esBAF inh -4, ARNT-TACC3 inh -4, RAD52 anneal inh -5 and ERp5 inh 7.
For CC(C)CC[n+]1ccccc1/C=C/c1ccc(N(C)C)cc1 the results were PglD inh -12, E-sel inducer 0.7, RAD54 inh -315, Casp6 inh -10, esBAF inh -19, ARNT-TACC3 inh 23, RAD52 anneal inh inactive and ERp5 inh -2.
Screening CO[C@H]1CN(C)C(=O)c2cc(NC(=O)Nc3ccccc3)ccc2OC[C@@H](C)N(C(C)=O)C[C@@H]1C returned PglD inh -3, E-sel inducer 0.1, RAD54 inh 2, Casp6 inh 2, esBAF inh -3, ARNT-TACC3 inh -1, RAD52 anneal inh -1 and ERp5 inh 3.
`CC(=O)Nc1ccc(S(=O)(=O)Nc2ccc(S(=O)(=O)Nc3nccs3)cc2)cc1` gave PglD inh 6, RAD54 inh -6, Casp6 inh 5, esBAF inh 1, ARNT-TACC3 inh -21, RAD52 anneal inh -3 and ERp5 inh -3.
Screening CCn1nnc(NC(=O)c2c(OC)cccc2OC)n1 returned PglD inh 0, RAD54 inh 6, esBAF inh 1 and ARNT-TACC3 inh -3.
For O=C(c1cccc(S(=O)(=O)NCc2ccccc2)c1)N1CCN(Cc2ccccc2)CC1 the results were PglD inh 1, RAD54 inh -6, esBAF inh -5 and ARNT-TACC3 inh -1.
`O=C(O)c1cccc(CN2C(=O)c3ccccc3C2=O)c1` gave PglD inh 6, RAD54 inh -2, Casp6 inh -2, esBAF inh 3, ARNT-TACC3 inh -8, RAD52 anneal inh 11 and ERp5 inh 3.
Screening C[C@H](CO)N1C[C@H](C)[C@H](CN(C)S(=O)(=O)c2cccs2)OCc2ccccc2-c2c(n(C)c3ccccc23)C1=O returned PglD inh -2, E-sel inducer -0.4, RAD54 inh 3, Casp6 inh 3, esBAF inh -7, ARNT-TACC3 inh 26, RAD52 anneal inh 2 and ERp5 inh 1.
For CCc1nc2ccc(C(=O)Nc3cccc(NS(C)(=O)=O)c3)cn2c1N(C)CCCc1ccccc1 the results were PglD inh 5, E-sel inducer -0.9, RAD54 inh -1, Casp6 inh -5, esBAF inh -4, RAD52 anneal inh -67 and ERp5 inh -2.
Screening C[C@H](CO)N1C[C@H](C)[C@H](CN(C)C(=O)Nc2ccccc2F)Oc2cc(-c3cccc(C#N)c3)ccc2S1(=O)=O returned PglD inh -1, E-sel inducer -0.2, RAD54 inh 3, Casp6 inh 6, esBAF inh 4, ARNT-TACC3 inh -9, RAD52 anneal inh 3 and ERp5 inh 0.

Among those listed so far, 2 have a furan ring, fused or not:
CCOC(=O)c1cnc2c(C)cccc2c1NCc1ccco1 was read as PglD inh 4, RAD54 inh 18, esBAF inh -5 and ARNT-TACC3 inh 40.
Cc1ccc(N(C(=O)Cn2nnc3ccccc32)C(C(=O)NCc2ccco2)c2cccnc2)cc1 (centres undefined) was read as PglD inh -2, RAD54 inh 7, esBAF inh -3 and ARNT-TACC3 inh 10.
